# NPY2 pot ag = potentiates or activates human NPY-Y2 receptor. P49146. activation, % at 3.6 µM. 0.45% of 220,000 active. cells expressing NPY-Y2, potentiator/agonist read-out; in the data active = activation above about 27%;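 note: cells stimulated with NPY near EC25 plus isoproterenol at EC100; 0% = vehicle plus submaximal agonist and 100% = vehicle plus saturating agonist; some results beyond the cut were filed as inactive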
# PGE2 EP2 inh = inhibitors of human EP2 prostaglandin E2 receptor | C6 glioma cells expressing human EP2, cAMP TR-FRET; cells stimulated with saturating PGE2 | inhibition, % at 25 µM | 0.52% of 260,000 active;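 active = percent inhibition above 40 after rounding to a whole number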;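 note: rat C6 glioma host cells with rolipram phosphodiesterase inhibitor present; the protocol text gives 20 µM as final concentration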
# EP2 modulator = modulates human prostaglandin E2 receptor EP2 signaling; P43116; EP2-expressing cells, cAMP HTRF FRET, PGE2 co-stimulation; induction, % at 25 µM; 0.83% of 260,000 active; AID 940;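 active = compounds whose cAMP rise, as percent of the full-agonist control response, exceeds 60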;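 note: rat C6 glioma line stably carrying human EP2 under a CMV promoter; the protocol text gives 20 µM as final concentration; 100% = response of wells given 1 µM PGE2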
# eIF4E-4G inh = inhibitors of eIF4E and eIF4G interaction in translation initiation. TR-FRET eIF4E-eIF4GI(517-606) binding, 2 h. 0.37% of 220,000 active. inhibition, % at 21.7 µM;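 active = inhibition above about 30%, limit read from the data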;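 note: 0% = full FRET control wells and 100% = background wells lacking eIF4GI fragment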
# Target sequence (P63073 whole entry, looked up, the tested form may be a part): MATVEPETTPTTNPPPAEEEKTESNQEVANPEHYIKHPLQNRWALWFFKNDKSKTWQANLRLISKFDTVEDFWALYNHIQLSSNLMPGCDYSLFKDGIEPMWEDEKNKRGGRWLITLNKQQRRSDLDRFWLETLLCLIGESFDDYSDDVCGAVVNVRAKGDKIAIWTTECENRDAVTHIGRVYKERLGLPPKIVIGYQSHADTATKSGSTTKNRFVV
# Target sequence (Q04637 whole entry, looked up, the tested form may be a part): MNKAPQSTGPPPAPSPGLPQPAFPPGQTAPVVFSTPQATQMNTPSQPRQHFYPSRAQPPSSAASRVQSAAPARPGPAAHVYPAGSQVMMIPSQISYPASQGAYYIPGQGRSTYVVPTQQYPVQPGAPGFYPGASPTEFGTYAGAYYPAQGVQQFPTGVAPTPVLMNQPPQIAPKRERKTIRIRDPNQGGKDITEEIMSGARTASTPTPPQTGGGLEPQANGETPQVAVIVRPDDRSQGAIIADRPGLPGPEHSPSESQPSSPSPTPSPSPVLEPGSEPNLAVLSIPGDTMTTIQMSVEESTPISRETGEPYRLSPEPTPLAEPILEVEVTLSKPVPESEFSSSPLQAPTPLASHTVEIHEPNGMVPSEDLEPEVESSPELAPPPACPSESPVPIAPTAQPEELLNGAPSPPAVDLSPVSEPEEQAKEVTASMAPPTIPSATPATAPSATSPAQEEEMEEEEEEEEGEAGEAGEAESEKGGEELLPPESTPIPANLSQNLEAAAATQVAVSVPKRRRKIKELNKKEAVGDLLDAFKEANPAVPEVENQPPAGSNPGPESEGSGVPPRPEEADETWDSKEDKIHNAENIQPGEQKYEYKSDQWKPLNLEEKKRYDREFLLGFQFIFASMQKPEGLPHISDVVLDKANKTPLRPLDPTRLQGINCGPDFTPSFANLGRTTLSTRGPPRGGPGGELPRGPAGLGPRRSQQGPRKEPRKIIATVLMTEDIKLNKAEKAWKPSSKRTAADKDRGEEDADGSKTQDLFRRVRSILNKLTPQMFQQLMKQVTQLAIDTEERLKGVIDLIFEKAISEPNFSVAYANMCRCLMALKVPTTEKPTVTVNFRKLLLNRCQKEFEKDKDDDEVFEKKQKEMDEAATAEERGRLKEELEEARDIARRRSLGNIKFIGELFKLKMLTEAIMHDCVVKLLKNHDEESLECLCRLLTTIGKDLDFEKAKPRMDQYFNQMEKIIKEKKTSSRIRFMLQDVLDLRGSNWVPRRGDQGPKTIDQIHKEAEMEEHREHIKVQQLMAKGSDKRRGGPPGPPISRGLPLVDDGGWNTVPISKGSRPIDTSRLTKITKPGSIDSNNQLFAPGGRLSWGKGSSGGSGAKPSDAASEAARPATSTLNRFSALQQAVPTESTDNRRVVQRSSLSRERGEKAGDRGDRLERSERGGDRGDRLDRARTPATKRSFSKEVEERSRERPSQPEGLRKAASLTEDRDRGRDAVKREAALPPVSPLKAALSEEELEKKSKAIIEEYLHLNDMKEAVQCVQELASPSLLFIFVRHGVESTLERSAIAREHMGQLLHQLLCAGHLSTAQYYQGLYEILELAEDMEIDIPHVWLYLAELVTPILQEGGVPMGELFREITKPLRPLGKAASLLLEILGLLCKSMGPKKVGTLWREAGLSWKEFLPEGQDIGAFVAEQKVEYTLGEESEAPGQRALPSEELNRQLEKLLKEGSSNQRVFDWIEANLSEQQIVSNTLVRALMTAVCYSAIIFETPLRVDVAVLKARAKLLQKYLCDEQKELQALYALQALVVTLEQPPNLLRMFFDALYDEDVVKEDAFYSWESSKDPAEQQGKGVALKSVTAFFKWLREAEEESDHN
# NPY Y1 blocker = antagonists of human neuropeptide Y receptor Y1; P25929; HEK293-CNG Y1 cells, membrane potential fluorescence; NPY at EC95, then isoproterenol; inhibition, % at 3.6 µM; 1% of 200,000 active;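 active = inhibition above the campaign mean inhibition of all tested compounds plus 3 SD, cut at about 20% in these data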;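 note: 0% = DMSO wells given NPY plus isoproterenol and 100% = isoproterenol alone without NPY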
#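 Material: HEK293 cells with Y1 receptor plus CNG channel; times: compound incubation 1 h at room temperature, readout 45 min post-stimulation; signal: fluorescence, membrane potential probe; read-out basis: fluorescence ratio normalized to % inhibition between controls; benchmarks: full-block control isoproterenol-only wells, zero-block control NPY plus isoproterenol wells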
# S1P4 ag = activates the human S1P4 receptor; S1P4-expressing cell line, agonist reporter assay; activation, % at 4.98 µM; 0.35% of 220,000 active; in the data active = activation above about 11%;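 note: 0% = DMSO vehicle and 100% = reference agonist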
# p97 ATPase inh = blocks human p97 ATPase activity. AID 1481. recombinant p97 ATPase, Kinase-Glo ATP luminescence, 3 h. P55072. inhibition, % at 8 µM. 0.42% of 220,000 active; in the data active = inhibition above about 15%;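 note: 0% = DMSO vehicle and 100% = wells lacking enzyme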
# NPY1 pot ag = potentiators or agonists of human neuropeptide Y receptor Y1; NPY-Y1 expressing cells, potentiator/agonist activation; P25929; activation, % at 3.6 µM; 0.37% of 220,000 active; in the data active = activation above about 33%, passing the limit was not always enough;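 note: cells stimulated with NPY at EC10 then isoproterenol at EC100; 0% = low agonist plus stimulus and 100% = saturating agonist plus stimulus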
# S1P4 antagonist = blocks the human S1P4 receptor; O95977; S1P4-expressing cells, antagonist mode, reporter read-out; inhibition, % at 4.98 µM; 0.26% of 220,000 active; in the data active = inhibition above about 29%;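 note: 0% = wells stimulated with agonist and 100% = vehicle wells without agonist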
# Active calls of the source: *; nt = not tested or not shown; [ ] = dose if it differs, or a comment.
smiles,NPY2 pot ag,PGE2 EP2 inh,EP2 modulator,eIF4E-4G inh,NPY Y1 blocker,S1P4 ag,p97 ATPase inh,NPY1 pot ag,S1P4 antagonist
O=C(C1Cc2ccccc2CN1S(=O)(=O)c1cccs1)N1CCCCC1 (stereo not given),5,1,6,-2,-3,-0.9,4,5,-30
O=C(CN(C1CCCCC1)S(=O)(=O)c1ccc(F)cc1)NC1CC1,5,9,-3,-11,-2,-0.6,0,-2,-1
O=C(O)c1ccc(COc2ccc3ccccc3c2)o1,-23,6,-7,-2,nt,1.5,4,-15,12
COC(=O)c1c(C)[nH]c(C(=O)CSc2nnnn2-c2ccccc2)c1C,4,nt,-1,-7,3,0.0,2,-16,2
COc1cccc2c1C(=O)c1c(O)c3c(c(O)c1C2=O)C[C@@](O)(C(C)=O)C[C@@H]3O[C@H]1C[C@H](N)[C@H](O)[C@H](C)O1,8,nt,0,10,2,-2.8,-4,-9,101*
COc1ccc(C(=O)Nc2ccc(C(=O)Nc3nccs3)cc2)cc1[N+](=O)[O-],6,10,28,-4,2,1.5,2,-5,-14
COc1cc(/C=C/C(=O)O)cc(S(=O)(=O)NC2CCCC2)c1OC,4,5,23,-12,nt,-1.1,8,31,-4
CCOC(=O)CNC(=O)C(Cc1ccccc1)NC(=O)OCc1ccccc1 (stereo not given),-16,0,-29,-5,5,3.1,-5,-11,-7
CCC(C)Nc1nc(OC)nc(N(C)C#N)n1 (stereo not given),-1,4,10,-9[fluorescence artefact?],-9,-2.6,-1,-1,10
CCOC(=O)c1cc(-c2cc3ccccc3o2)nc2c1c(=O)[nH]c(=O)n2CCOC,11,10,22,11,-1,0.0,4,-8,0
COc1ccc(NC(=O)c2cc(S(=O)(=O)N(C)C)ccc2N2CCCC2)cc1Cl,-6,3,9,6[fluorescence artefact?],-2,1.6,2,-14,-6
COc1ccc(/C=C/C(=O)OCC(=O)NCCC2=CCCCC2)cc1,-11,0,-66,1,11,1.3,-2,-14,1
C=CCNc1ncnc2ccccc12,12,nt,nt,nt,-3,-0.1,7,1,-8
O=C(CO)N/N=C/c1cccc(Cl)c1Cl,2,5,-5,16,0,2.7,4,25,-9
Cc1nn2c(=O)cc(COC(=O)c3ccc(S(=O)(=O)N4CCCCC4)cc3)nc2s1,-8,nt,13,-5,0,1.4,1,6,0
CCc1nc2scc(-c3cccs3)c2c(=O)o1,-15,0,10,1,-1,1.1,3,-25,-10
CC(=O)N1CCN(c2cc(N3CCCC3)c(F)cc2[N+](=O)[O-])CC1,12,4,-30,4,5,5.0,1,-11,-20
COc1ccc(N(CC(=O)NCCSc2ccccn2)S(C)(=O)=O)cc1Cl,-2,17,-7,-4,-9,0.0,6,-4,-2
CC(=O)Nc1ccc(NC(=O)CSc2nnc(C3CC3)n2C)cc1,6,13,0,-5,-5,-0.8,-5,-3,3
COc1ccccc1Oc1c(C)oc2c(CN3CCN(C)CC3)c(O)ccc2c1=O,-8,nt,-5,2,-2,0.6,-1,-3,-14
CC(C)CCn1c(N)c(S(=O)(=O)c2cccs2)c2nc3ccccc3nc21,15,6,-14,-3,-6,0.0,-6,32,7
Cc1ccc(F)cc1NCC(=O)Nc1ccc(Cl)cc1F,5,7,11,-2,1,-2.0,4,-4,-11
CC(C)CCNC(=O)C1CCN(C(=O)N(C)C)CC1,-8,15,23,-6,-4,0.1,-1,6,13
Cc1cc(/C=N/n2cnnc2)c(C)n1-c1cccc(Cl)c1,5,nt,1,10[fluorescence artefact?],1,2.6,3,-8,-11
Cc1cc(N/N=C/c2ccc(F)cc2)nc(NCc2ccccc2)n1,-40,11,-44,1,nt,1.6,0,-14,10

# Further results:
smiles,NPY2 pot ag,PGE2 EP2 inh,EP2 modulator,eIF4E-4G inh,NPY Y1 blocker,S1P4 ag,p97 ATPase inh,NPY1 pot ag,S1P4 antagonist
COc1ccccc1CC(=O)NCc1ccc2c(c1)OCO2,-4,5,23,-8,8,1.8,-11,-31,-16
COc1ccc(NC2=CC(=O)CC(c3ccccc3)C2)cc1 (stereo not given),-15,5,-8,-1,-3,2.8,-2,-24,6
CCOC(=O)Cc1c(C)nc2c(-c3ccccc3)c(-c3ccccc3)[nH]n2c1=O,12,5,-11,-3,-2,0.4,2,16,-3
Cn1c(NN)nc2sc3c(c2c1=O)CCC3,-27,17,-9,-2,9,2.3,-7,-20,7
CC(=O)C1=C(C)NC(SCC(=O)c2ccccc2)=C(C#N)C1c1ccco1 (stereo not given),-2,12,-6,1,-1,0.4,-2,-6,-2
O=C1N=C(N2CCCC2)S/C1=C\C=C\c1ccccc1,23,10,-37,1,nt,-0.5,8,4,11
Cc1ccnc(NC(=O)c2cc(-n3cnnc3)ccc2Cl)c1,4,5,9,0[fluorescence artefact?],-3,1.5,4,12,-24
O=C(NC1CCCC1)C1CCN(c2cnccn2)CC1,6,7,14,1,-2,0.4,1,18,14
COc1ccc(CN2CCCC(C(=O)c3ccc(Cl)cc3)C2)cc1Cn1cccn1 (stereo not given),-33,2,9,5,13,0.4,-4,-15,12
O=C(c1ccccc1)N1C(=O)C(c2ccccc2)Oc2ccccc21 (stereo not given),26,11,81*,2,nt,2.6,-1,33,-8
Nc1ccc2c(c1)CCC2=O,-4,4,nt,nt,1,2.4,2,-30,5
COc1cccc(C=N[C@@H](CO)[C@@H](O)c2ccc([N+](=O)[O-])cc2)c1O,-11,9,4,0,nt,1.1,4,10,0
COc1ccc(-c2nnn(CC#N)n2)cc1OC,4,6,6,-3[fluorescence artefact?],-2,1.8,2,17,-8
COc1ccccc1Oc1nc2ccccn2c(=O)c1/C=C(\C#N)C(=O)Nc1c(C)n(C)n(-c2ccccc2)c1=O,-12,12,-4,-3,nt,-0.2,8,-3,-18
Cc1ccc(N2C(=O)c3n[nH]c(C)c3C2c2ccco2)cc1 (stereo not given),11,7,8,-9,4,0.8,0,2,2
COc1ccccc1OCc1ccc(C(=O)N2CCN(C(=O)c3ccco3)CC2)cc1,13,nt,27,-5,-6,-3.6,-1,14,-4
COc1ccc(OC)c(N/C(C)=C/C(=O)c2ccccc2)c1,4,8,35,17[fluorescence artefact?],4,2.6,3,-5,0
CC(C)S(=O)(=O)c1csc(NC(=O)Nc2ccc(Cl)cc2)c1,18,19,-20,3,nt,0.6,5,32,-6
COc1cc(NC(=O)COc2c(C)cc(C)cc2[N+](=O)[O-])c(OC)cc1Cl,-15,20,-4,3[fluorescence artefact?],1,0.2,-2,-36,-21
COc1cccc(/C=N/NC(=O)CCc2n[nH]c(=O)[nH]c2=O)c1O,-4,6,3,3,-2,1.8,-2,3,-3
COc1ccc(S(=O)(=O)N(C)CC(=O)N2CCCCCC2)cc1OC,-23,10,8,-1,11,0.4,-5,6,-5
O=C(Nc1ccc(F)cc1)C1CCC(N2C(=O)c3ccccc3C2=O)CC1 (stereo not given),0,4,5,2,5,-0.3,0,5,14
Cn1cccc1/C=N/NC(=O)c1cccnc1,-4,11,-1,-3[fluorescence artefact?],2,0.7,-1,1,1
O=C(Nc1cccc(NC(=O)c2ccco2)c1)c1ccc2c(c1)OCO2,-1,8,0,7,8,2.7,-1,-4,-11
CSCCC(NC(=O)c1ccccc1)C(=O)OCC(=O)Nc1ccc(C)c(Cl)c1 (stereo not given),10,7,35,1,-6,-4.8,-1,4,13

# Next section:
smiles,NPY2 pot ag,PGE2 EP2 inh,EP2 modulator,eIF4E-4G inh,NPY Y1 blocker,S1P4 ag,p97 ATPase inh,NPY1 pot ag,S1P4 antagonist
COC(=O)C(C)N(c1ccc(C)cc1)S(=O)(=O)c1c(C)[nH]c(=O)[nH]c1=O (stereo not given),-5,17,10,-10,3,-2.7,0,-28,5
S=C(NCc1ccc(Cl)cc1)NC12CC3CC(CC(C3)C1)C2,-6,6,-30,-6,-5,-1.6,-2,6,-4
CCCCN(C)CCCNC(=O)CS(=O)Cc1nc(-c2ccc(OC)c(OC)c2)oc1C (stereo not given),-5,4,1,9[fluorescence artefact?],-1,2.2,-1,-26,-18
C=CCSc1nnc(-c2cnn(-c3ccccc3)c2-n2cccc2)n1C,4,9,-21,-1,-2,0.3,-4,-7,-6
O=[N+]([O-])c1ccc(/C=N/Nc2ncc(-c3ccccc3)cn2)cc1,11,8,17,6,-1,0.6,5,16,-13
COc1ccccc1NS(=O)(=O)c1ccc2oc(SCc3ccc(C#N)cc3)nc2c1,7,7,-57,1,-2,0.3,5,-5,-8
Cc1cc(N2CCN(c3ccccc3)CC2)nc(-n2nc(C)cc2C)n1,19,4,13,0,1,2.2,-4,-3,-35
O/N=C/c1cc(Br)ccc1OCc1cccc(F)c1,-16,10,-14,1,14,2.1,-1,-15,-14
O=C1OCC2=C1C(c1ccc3c(c1)OCO3)Sc1ccccc1N2 (stereo not given),13,6,31,2,-1,3.2,6,7,-20
COC(=O)CSc1nc(-c2ccccc2)nc2ccccc12,-19,3,68*,3,-1,0.4,1,-33,-1
O=C(NCCCCNC(=O)c1c(F)c(F)c(F)c(F)c1F)c1c(F)c(F)c(F)c(F)c1F,13,5,3,1[fluorescence artefact?],0,0.7,3,4,-6
Cc1cc2c(cc1S(=O)(=O)N1CCc3ccccc31)NC(=O)CO2,10,3,-43,0,-4,-0.3,-7,16,-11
CCOC(=O)CC(=O)NC(C)(C)CCCCC(C)(C)NC(=O)CC(=O)OCC,-12,4,-3,-1,nt,1.2,-5,-14,9
COc1ccc(C(C(=O)NC2CCCC2)N2CCc3ccccc32)cc1 (stereo not given),14,11,24,2,3,-1.6,1,1,-2
COc1ccc(CCNC(=O)/C=C/c2ccc(C)cc2)cc1OC,-7,3,-33,0,7,-1.4,-3,-10,-5
O=C(Nc1ccccc1-c1ccccc1)c1ccc(NC(=O)c2ccco2)cc1,6,18,-17,1,-2,-0.3,0,-6,-8
CSCCC1C(C#N)=C(N)Oc2n[nH]c(-c3cccs3)c21 (stereo not given),-9,20,-24,0,-2,-0.8,-2,-2,11
COc1ccc(-c2c3c(=O)n(C)c(=O)n(C)c3cn2C2CCCCC2)cc1,-7,5,29,6,9,-0.5,-4,-8,-5
COC(=O)c1ccc(S(=O)(=O)N2CCN(C)CC2)n1C,-3,7,-11,5,nt,1.2,7,9,2
CC(Sc1nnc2c(n1)C1CCC2(C)C1(C)C)C(=O)Nc1ccccc1 (stereo not given),4,8,6,-2,0,-0.4,1,0,0
O=c1[nH]c2c(c3c1CCCC3)CCCC2,-6,4,-3,3,4,0.0,-3,12,5
COc1ccc(-c2cc(C(F)(F)F)n3nc(C(=O)N4CCCCC4)cc3n2)cc1,-4,7,23,-6,6,0.7,3,-24,-14
COC(=O)N=Nc1c(O)n(Cc2ccccc2)c2ccccc12,-4,7,-10,4,nt,-0.6,-9,-30,2
Cc1ccc(S(=O)(=O)CCC(=O)Nc2ccc(S(=O)(=O)N(C)C)cc2)cc1,2,7,-6,-1,6,1.0,2,10,3

# Record cards, as listed above. Values in the order: NPY2 pot ag	PGE2 EP2 inh	EP2 modulator	eIF4E-4G inh	NPY Y1 blocker	S1P4 ag	p97 ATPase inh	NPY1 pot ag	S1P4 antagonist
# Results for O=C(NCCCCNC(=O)c1c(F)c(F)c(F)c(F)c1F)c1c(F)c(F)c(F)c(F)c1F : 13	5	3	1[fluorescence artefact?]	0	0.7	3	4	-6
# Results for COC(=O)C(C)N(c1ccc(C)cc1)S(=O)(=O)c1c(C)[nH]c(=O)[nH]c1=O (stereo not given) : -5	17	10	-10	3	-2.7	0	-28	5

# Screening results deposited in PubChem BioAssay by several laboratories.

# This is a subset; rates above refer to the full screens.
